PPARg SRC-1 ag: PPARgamma agonists recruiting SRC-1 coactivator, primary screen, biochemical; PPARgamma-SRC-1 coactivator recruitment biochemical assay; hit rate 0.41% among 200,000; Peroxisome proliferator-activated receptor gamma (Homo sapiens), P37231; AID 631, 2007; activation, % at 8 µM; in the data active means activation above about 19%;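 further: 0% = DMSO and 100% = reference agonist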
ROMK primary: ROMK potassium channel modulators, primary screen, cell-based, thallium flux, MLSMR library | ATP-sensitive inward rectifier potassium channel 1 (Homo sapiens), P48048 | Tet-inducible ROMK, thallium flux fluorescence; actives lie on both sides | B-score at 10 µM | hit rate 2% among 130,000 | AID 1918, 2009;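 active means signal ratio slope over the read window, or its plate-corrected B-score, at least 3 SD from the plate mean, either direction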;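 further: B-score of the F/F0 ratio slope over 7 to 12 s after thallium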
Target sequence (P48048 whole entry, looked up): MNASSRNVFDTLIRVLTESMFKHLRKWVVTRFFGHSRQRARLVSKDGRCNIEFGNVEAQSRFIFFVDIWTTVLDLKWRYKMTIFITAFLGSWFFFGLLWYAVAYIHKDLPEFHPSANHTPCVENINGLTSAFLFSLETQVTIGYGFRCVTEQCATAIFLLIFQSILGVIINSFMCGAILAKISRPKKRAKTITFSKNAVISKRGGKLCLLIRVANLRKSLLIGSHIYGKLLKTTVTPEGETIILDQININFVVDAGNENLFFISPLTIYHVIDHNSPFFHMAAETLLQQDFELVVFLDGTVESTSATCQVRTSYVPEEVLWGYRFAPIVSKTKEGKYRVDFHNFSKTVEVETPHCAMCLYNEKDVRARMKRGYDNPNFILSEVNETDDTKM
PPARg SRC-2 ag: agonists of PPARg-SRC-2 recruitment, primary screen, biochemical, HTS | Peroxisome proliferator-activated receptor gamma (Homo sapiens), P37231 | PPARgamma LBD-SRC-2 recruitment | activation, % at 8 µM | hit rate 0.34% among 200,000 | AID 1032, 2008; in the data active means activation above about 22%;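 further: 0% = vehicle and 100% = reference agonist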
PPARg SRC3 recr: PPARgamma agonists recruiting SRC-3 coactivator, primary screen, biochemical | hit rate 0.26% among 200,000 | AID 731, 2007 | activation, % at 8 µM | biochemical PPARgamma/SRC-3 coactivator recruitment assay; in the data active means activation above about 23%;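 further: 0% = DMSO and 100% = reference agonist; some compounds past the cut are filed as inactive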
RAM network inh: inhibitors of the yeast RAM network, primary screen, dse1pr::URA3 reporter, 5-FOA selection; S. cerevisiae dse1pr::URA3 reporter, 5-FOA growth OD615, 2 d; analog-sensitive cbk1-as2 kinase mutant strain; inhibition, % at 50 µM; AID 868, 2007; hit rate 1.8% among 190,000;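 active means inhibition above a set limit, 3 SD over mean compound inhibition, cut at about 8.4% in these data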;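 further: 0% = DMSO-only wells with no growth and 100% = 10 µM 1-NA-PP1 full growth; inhibition rescues growth on 5-FOA so higher OD means more RAM inhibition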
TR-FRET SRC-2 ct: TR-FRET signal artefacts, primary screen, artefact control for PPARgamma SRC-2 agonist project, biochemical; TR-FRET artefact counter-screen; active compounds read high; hit rate 0.4% among 200,000; AID 1049, 2008; TR-FRET ratio at 8 µM; in the data active means TR-FRET ratio above about 2000; further: inactives centre near 1500
TLR4-MyD88 BLA: inhibitors of TLR4-MyD88 association in cells, primary screen, cell-based, HeLa CL3-4, BLA complementation, FRET ratio; AID 861, 2007; HeLa CL3-4 TLR4/MyD88 BLA complementation; Toll-like receptor 4 (Homo sapiens) + Myeloid differentiation primary response protein …; hit rate 0.18% among 200,000; inhibition, % at 8.4 µM; in the data active means inhibition above about 25%;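 further: 0% = vehicle and 100% = reference inhibitor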
S1P3 antagonist: S1P3 receptor antagonists, primary screen, cell-based; Sphingosine 1-phosphate receptor 3 (Homo sapiens), Q99500; CHO S1P3 NFAT-BLA reporter, FRET fluorescence, antagonist mode; inhibition, % at 4.98 µM; hit rate 0.27% among 170,000;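 active means inhibition above the plate cutoff, the mean inhibition of test wells on that plate plus 3 SD, cut at about 28% in these data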;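 further: cells challenged with S1P at its EC80 of 0.8 µM; blue over green emission ratio from cleaved BLA substrate after 4 h stimulation; 0% = S1P-stimulated wells and 100% = unstimulated DMSO-only wells; some compounds past the cut are filed as inactive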
Target sequence (Q99500 whole entry, looked up): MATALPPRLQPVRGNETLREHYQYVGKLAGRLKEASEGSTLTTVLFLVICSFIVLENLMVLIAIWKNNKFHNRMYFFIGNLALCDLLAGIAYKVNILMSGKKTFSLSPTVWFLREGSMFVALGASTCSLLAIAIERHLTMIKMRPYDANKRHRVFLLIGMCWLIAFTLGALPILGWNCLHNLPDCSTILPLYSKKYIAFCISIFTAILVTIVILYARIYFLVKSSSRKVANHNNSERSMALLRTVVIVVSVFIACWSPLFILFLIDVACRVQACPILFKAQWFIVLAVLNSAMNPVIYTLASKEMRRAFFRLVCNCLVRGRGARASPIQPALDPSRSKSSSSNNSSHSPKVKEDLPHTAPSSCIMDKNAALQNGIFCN
STAT1 inh: STAT1 signaling inhibitors, primary screen, cell-based, HTS, luciferase reporter | NIH 3T3 STAT1-luciferase reporter, IFN-gamma, luminescence | inhibition, % at 5.5 µM | AID 920, 2007 | hit rate 0.35% among 200,000;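 active means inhibition above a set limit, the mean inhibition across all tested compounds plus 3 SD, cut at about 34% in these data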;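 further: 0% = IFN-gamma with DMSO and 100% = IFN-gamma with 300 µM nifuroxazide; values of inactives mirror those of a sister screen read the other way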
STAT3 activator: IL-6 driven STAT3 reporter potentiators, primary screen, U3A cells, luciferase, luminescence, MLSCN library; IL-6 STAT3-luciferase reporter; 100% = signal with IL-6 EC80 alone; activation (% of control), % at 5.6 µM; hit rate 0.91% among 190,000; AID 871, 2007;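 active means activation above the screen-wide mean of compound activation plus 3 SD, cut at about 130% in these data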;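 further: 0% = background luminescence of wells with medium and substrate only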
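Test system: STAT3-luciferase reporter U3A cells; Detection: reporter luminescence signal; Times: 1 h compound pre-exposure, 6 h IL-6 stimulation, 37 °C; Benchmarks: IL-6-only high control; Also added: IL-6 stimulus at 33 ng/mL final.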
STAT3 blocker: IL-6 driven STAT3 reporter inhibitors, primary screen, U3A cells, luciferase, luminescence, MLSCN library; IL-6 STAT3-luciferase reporter; host cell line lacks STAT1; inhibition, % at 5.5 µM; hit rate 0.89% among 190,000;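 active means inhibition above the mean inhibition across all screened compounds plus 3 SD, cut at about 44% in these data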;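 further: 0% = DMSO only wells and 100% = 100 µM nifuroxazide control wells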
* marks the source's active call; other numbers are inactive results; x = no result given.

SMILES	PPARg SRC-1 ag	ROMK primary	PPARg SRC-2 ag	PPARg SRC3 recr	RAM network inh	TR-FRET SRC-2 ct	TLR4-MyD88 BLA	S1P3 antagonist	STAT1 inh	STAT3 activator	STAT3 blocker
C=CC1CN2CCC1CC2c1[nH]c2ccccc2c1CCO (configuration not stated)	9.8	x	6.8	4.5	0.7	1528	-1.5	-5.3	5.0	103.9	-1.8
Cc1ccccc1-n1c(-c2ccco2)nc2ccccc2c1=O	-0.8	x	-6.3	-4.9	0.6	1480	3.0	x	7.0	95.7	6.3
Cc1c(C(=O)N2CCC3(CC2)OCCO3)oc2ccccc12	5.1	-0.0207	10.5	-0.6	0.2	1646	4.5	14.9	-1.1	92.8	12.3
CC1(C)OC(c2ccccc2)=C/C(=C/C=C2C(=O)NC(=O)NC2=O)O1	-5.1	-0.598	10.3	4.4	6.5	1665	23.5	14.4	1.8	106.3	2.5
COC(=O)c1ccc(CN2CCN(Cc3ccccc3)CC2)cc1	4.8	-2.63	1.0	-0.4	0.1	1432	-5.9	7.2	-5.8	103.3	-1.2
CN1C(=O)N(C)C(=O)C(CCc2ccncc2)(CCc2ccncc2)C1=O	2.8	0.261	4.7	-1.2	2.3	1440	10.0	-3.2	5.6	101.4	1.8
COc1ccc(C(c2c(O)c3ccccc3oc2=O)c2c(C)n(C)n(-c3ccccc3)c2=O)cc1 (configuration not stated)	-5.7	0.346	1.8	4.0	4.8	1498	9.3	-6.4	4.0	106.0	-9.1
C=CCn1c(O)c(C(C)=NCCC(c2ccccc2)c2ccccc2)c(=O)[nH]c1=O	2.5	x	6.6	-3.3	2.8	1525	-7.0	-14.6	1.0	100.1	-1.7
CNc1cc(Cl)c2nonc2c1[N+](=O)[O-]	6.3	-2.19	8.1	4.8	0.1	1720	52.1*	-16.3	-49.5	111.7	-9.0
NS(=O)(=O)c1cccc(N2CCNCC2)c1	-3.8	-0.211	-11.1	-6.1	-0.4	1548	-5.4	-3.3	-9.4	98.4	7.1
Cc1csc(=N)n1Cc1ccccc1	6.5	1.04	5.5	-2.9	3.0	1635	0.7	-6.2	4.0	107.1	-8.0
CCOC(=O)C1=C(N)Oc2ccccc2C12C(=O)N(CC(=O)OC)C(CC(=O)OC)=C2C(=O)OC (configuration not stated)	-0.1	x	15.5	7.8	1.6	1616	-0.8	x	-5.6	102.5	0.4
Cc1cc(/C=C2\C(=O)NC(=O)N(Cc3ccco3)C2=O)c(C)n1-c1ccc(O)cc1	0.8	x	-2.6	0.5	3.1	1714	-7.4	-14.6	-9.7	105.4	-1.5
CCOC(=O)c1c(C)n(COCCO)c2ccc(O)cc12	11.1	0.193	5.1	4.7	0.5	1681	2.1	19.2	-6.0	108.4	-3.3
Cc1cccc(C2=NCC(=O)N(CC(=O)NCc3ccco3)c3sc4c(c32)CCCC4)c1	5.0	x	8.1	4.7	0.7	1642	7.3	-21.0	-3.5	98.5	6.1
CCCC/C(=N\O)c1c[nH]c2ccccc12	1.2	-1.85	2.7	4.4	-0.7	1548	14.5	x	10.4	140.6*	-39.8
Fc1ccc(CCNCc2ccccc2Cl)cc1	-3.6	-1.67	1.4	-17.7	2.4	1445	-12.8	x	-3.2	96.3	3.0
Cc1ccc(CN2C(=O)CN=C(c3ccccc3)c3ccccc32)cc1	1.4	-0.526	0.7	4.9	1.5	1658	9.7	11.2	4.8	88.4	15.7
CC(C)Oc1ccc(C2(C#N)CC[N+](C)(C)CC2)cc1	-6.5	0.22	-9.9	0.4	0.4	1496	2.4	-2.3	-3.2	101.1	-4.0
COc1cccc(NC(=O)N2CCC3(CC2)OCCO3)c1	-10.5	x	-0.5	2.4	-0.8	1488	5.2	-20.3	-6.4	90.8	7.1
O=C1NC(=O)N(C2CCCCC2)C(=O)C1C1c2ccccc2C(=O)N1Cc1ccccc1 (configuration not stated)	9.7	-0.0253	0.5	-11.7	0.0	1681	-8.6	-16.3	-1.8	105.6	-3.8
C=CCn1c(O)c(C(C)=NCc2cc(OC)cc(OC)c2)c(=O)[nH]c1=O	-1.3	x	1.6	-6.9	0.4	1615	-5.2	2.8	15.1	94.7	15.8
CC(=O)N1CCN(CC(=O)Nc2ccc(C#N)c(Cl)c2)CC1	5.7	0.297	9.2	-1.1	0.4	1650	8.8	-8.3	9.6	104.8	-1.8
O=C(Cc1ccccc1)N1CCN(Cc2c[nH]c3ccccc23)CC1	-1.3	-0.426	-3.0	1.5	2.1	1444	7.5	9.2	13.4	124.5	-23.8
CC(C)n1nnnc1CN1CCN(C)CC1	6.0	-0.789	6.6	-3.9	-1.8	1494	7.5	-16.2	-9.8	106.0	-3.8
Continued.
SMILES	PPARg SRC-1 ag	ROMK primary	PPARg SRC-2 ag	PPARg SRC3 recr	RAM network inh	TR-FRET SRC-2 ct	TLR4-MyD88 BLA	S1P3 antagonist	STAT1 inh	STAT3 activator	STAT3 blocker
O=C(c1cc2c(s1)CCCC2)N1CCC2(CC1)OCCO2	-1.8	x	-3.2	3.2	1.8	1288	-1.9	19.6	-11.7	107.1	-3.7
COc1ccc(CC2C(=O)N(c3ccccc3)C(=O)N(c3ccccc3)C2=O)c(OC)c1	5.8	0.976	1.3	0.5	1.6	1604	-4.0	x	-2.4	101.9	3.8
Cc1cccc(-n2c(O)c(/C=N/N3CCOCC3)c(=O)[nH]c2=S)c1	-3.0	x	1.4	2.9	-0.5	1465	5.7	-2.5	6.7	110.7	-17.9
CN(C)S(=O)(=O)c1cc(NC(=O)C[N+]23CCN(CC2)CC3)ccc1Cl	0.2	0.496	-4.9	-2.7	2.2	1516	4.6	-4.2	-2.5	102.1	-5.2
Cc1cccc(-n2c(C)nc3ccccc3c2=O)c1C	-3.1	x	-0.6	-1.6	-1.0	1410	1.7	-10.3	5.9	100.3	3.1
CCOc1ccccc1N1C(=O)NC(=O)/C(=C/c2ccc3c4c(cccc24)CC3)C1=O	9.2	x	8.0	5.0	-0.7	1622	-4.4	x	2.3	99.3	1.2
CC(=O)c1cn(Cc2ccc(C#N)cc2)c2ccccc12	4.1	0.156	-4.0	2.1	2.3	1490	-0.9	-16.1	11.1	95.8	7.3
Cc1cccc(-n2c(O)c(C=Nc3ccc(Br)cn3)c(=O)[nH]c2=O)c1	4.3	0.438	2.6	1.4	-0.5	1720	-2.4	-3.1	-7.5	96.1	6.9
CCOC(=O)COc1ccc2c(c1)c(C(C)=O)c(C)n2Cc1ccccc1	-0.2	-1.24	3.5	3.7	2.6	1601	-5.8	-10.9	-1.6	100.0	2.0
CN1CCN(C(=S)SCC(=O)Nc2ccc(Cl)cc2C(=O)c2ccccc2)CC1	-3.2	0.895	6.8	-1.2	-0.2	1414	10.4	2.8	-6.9	97.0	6.9
COc1ccn(C)c(=O)c1C#N	13.1	x	12.1	3.2	2.7	1677	-5.4	-20.0	-10.3	x	x
O=C(CCS(=O)(=O)c1ccc(Br)cc1)N1CCC2(CC1)OCCO2	-1.2	x	-9.7	-3.9	0.9	1331	0.0	-42.4	48.1*	94.0	13.5
CC(C)CC(NC(=O)C1CCCCC1)C(=O)N1CCC2(CC1)OCCO2 (configuration not stated)	0.0	-0.136	-6.6	-7.7	-1.3	1571	9.8	-3.6	0.4	100.6	3.6
CN(C)C(=Nc1ccccc1)P(=S)(N(C)C)N(C)C	8.9	-0.114	6.0	0.9	-0.1	1580	11.6	-12.4	-3.3	106.8	-3.3
CN1C(=O)C(=Cc2ccccc2Oc2ccc(Cl)c(F)c2)C(=O)N(C)C1=O	-10.6	x	0.6	6.8	-1.9	1598	11.1	x	2.2	106.2	-6.4
C#C[C@]1(O)CC[C@H]2[C@@H]3CCC4=CC(=O)CC[C@]4(C)[C@H]3CC[C@@]21C	2.0	x	-0.5	-0.5	3.3	1473	-5.2	-0.1	8.8	95.6	7.3
O=C(N/N=C\C1C(=O)NC(=S)N(c2ccccc2)C1=O)c1ccc(O)cc1 (configuration not stated)	4.5	1.16	8.6	-0.1	0.8	1480	7.9	3.4	-1.4	100.5	4.4
O=C(Cn1c(=S)[nH]c2ccccc2c1=O)N1CCC2(CC1)OCCO2	1.6	x	-1.3	7.1	1.2	1697	2.1	x	1.6	107.0	-3.0
CCP(=S)(CC)c1ccc(N(C)C)cc1	-2.0	0.00974	6.3	-3.9	0.2	1714	7.0	-1.8	-13.3	101.8	-0.5
CC(C)N1CCC2(CC1)NC(CO)(CO)CO2	1.6	x	12.7	8.4	1.4	1649	-4.8	-2.3	3.7	95.4	10.8
COc1cc2c(cc1O)C[C@H]1NCCc3cc4c(c-2c31)OCO4	6.2	-0.0744	6.4	9.3	0.7	1511	-16.5	-10.4	-5.2	116.7	-22.8
CN(C)CCN=Cc1c(O)n(C2CCCCCC2)c(=O)[nH]c1=O	3.4	x	-0.6	-1.9	0.3	1492	-8.5	-41.8	1.2	102.9	2.7
COC1=CC(=O)OC(/C=C/c2ccccc2)C1 (configuration not stated)	2.3	x	-1.0	1.7	-0.8	1398	0.1	-4.7	-4.3	93.3	9.9
Cc1ccccc1-n1c(O)c(C=Nc2ccc3c(c2)OCO3)c(=O)[nH]c1=O	-2.9	0.189	4.7	5.2	1.6	1782	2.1	-12.8	1.0	92.9	10.6
CCC(=NCc1ccco1)c1c(O)n(-c2ccccc2)c(=O)[nH]c1=O	1.6	x	-9.2	-1.3	1.3	1470	-7.5	2.7	1.1	98.4	8.3
COc1ccc(P2(=O)Nc3ccccc3N2)cc1	9.5	-0.49	-1.4	14.9	2.4	1608	12.2	13.4	-27.5	102.1	4.8
CCN1CCN(c2ccc([N+](=O)[O-])cc2C#N)CC1	4.3	-0.443	7.0	-0.9	1.3	1748	-2.7	4.1	-3.0	104.5	-3.8
O=P(/C(=N/O)N1CCOCC1)(N1CCOCC1)N1CCOCC1	5.8	x	6.4	5.5	3.8	1525	1.8	-17.1	-10.0	100.6	-0.3
S=C=Nc1ccccn1	0.7	0.0355	2.0	2.1	-0.4	1571	-17.7	-0.9	-8.5	93.4	11.5

A portion of the library; the hit share may differ from the screen's.
